PPARg SRC1 recr: PPARgamma-driven SRC-1 recruitment agonism. P37231. PPARgamma-SRC-1 coactivator recruitment biochemical assay. activation, % at 8 µM. 200,000 compounds, 0.41% hits. AID 631; in the data active = activation above about 19%;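 also: 0% = DMSO and 100% = reference agonist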
Target sequence (P37231 whole entry, looked up): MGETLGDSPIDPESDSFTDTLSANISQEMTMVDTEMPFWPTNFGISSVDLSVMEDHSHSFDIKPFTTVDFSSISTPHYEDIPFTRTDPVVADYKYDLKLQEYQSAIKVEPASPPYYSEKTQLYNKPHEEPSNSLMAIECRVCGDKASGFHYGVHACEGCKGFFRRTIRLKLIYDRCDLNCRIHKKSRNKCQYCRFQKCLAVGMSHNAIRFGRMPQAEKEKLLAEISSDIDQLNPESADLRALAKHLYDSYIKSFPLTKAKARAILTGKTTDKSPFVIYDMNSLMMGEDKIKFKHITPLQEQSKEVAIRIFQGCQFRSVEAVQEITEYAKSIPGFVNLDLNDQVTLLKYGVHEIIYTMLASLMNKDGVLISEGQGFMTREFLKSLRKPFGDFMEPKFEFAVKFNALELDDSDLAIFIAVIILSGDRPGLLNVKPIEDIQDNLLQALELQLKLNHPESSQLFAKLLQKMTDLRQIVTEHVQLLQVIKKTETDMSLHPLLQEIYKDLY
DTT redox prof: compounds producing H2O2 with reducing agent – biochemical, NIH compound library profiling, artefact control for MLSCN library redox annotation, primary screen; DTT-dependent redox cycling H2O2, phenol red/HRP absorbance; 100% = 100 µM peroxide control, 0% = buffer; activation, % at 10 µM; 200,000 compounds, 0.03% hits; AID 878;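 active = activation of at least 50% relative to the plate's high and low controls in the primary single-dose screen; inactive = activation below 50%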;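 also: compound incubated with DTT at 0.8 mM final as the reducing agent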
PPARg SRC-2 ag: PPARgamma-driven SRC-2 recruitment agonism. 200,000 compounds, 0.34% hits. PPARgamma LBD-SRC-2 recruitment, biochemical. P37231. activation, % at 8 µM; in the data active = activation above about 22%;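 also: 0% = vehicle and 100% = reference agonist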
ROMK mod: modulators of human ROMK potassium channel; P48048; 130,000 compounds, 2% hits; AID 1918; Tet-inducible ROMK, thallium flux fluorescence; actives lie on both sides; B-score at 10 µM;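 active = signal ratio slope over the read window, or its plate-corrected B-score, at least 3 SD from the plate mean, either direction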;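 also: B-score of the F/F0 ratio slope over 7 to 12 s after thallium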
Target sequence (P48048 whole entry, looked up): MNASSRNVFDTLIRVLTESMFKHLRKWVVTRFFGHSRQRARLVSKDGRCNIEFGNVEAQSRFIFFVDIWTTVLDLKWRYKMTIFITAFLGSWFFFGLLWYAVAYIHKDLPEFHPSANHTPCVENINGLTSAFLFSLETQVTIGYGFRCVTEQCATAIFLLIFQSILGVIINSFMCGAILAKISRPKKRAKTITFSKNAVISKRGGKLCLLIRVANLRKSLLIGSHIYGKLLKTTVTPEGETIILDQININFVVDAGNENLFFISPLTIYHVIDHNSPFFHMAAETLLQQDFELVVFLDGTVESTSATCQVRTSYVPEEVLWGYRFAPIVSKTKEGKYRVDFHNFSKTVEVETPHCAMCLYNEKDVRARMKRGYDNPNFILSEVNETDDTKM
TR-FRET SRC-2 ct: TR-FRET artefact, counter-screen to PPARgamma/SRC-2 agonist assay; active compounds read high; 200,000 compounds, 0.4% hits; TR-FRET ratio at 8 µM; in the data active = TR-FRET ratio above about 2000; also: inactives centre near 1500; reference of the scale not given here
PPARg SRC3 recr: agonists of human PPARgamma SRC-3 coactivator recruitment; P37231; biochemical PPARgamma/SRC-3 coactivator recruitment assay; activation, % at 8 µM; 200,000 compounds, 0.26% hits; in the data active = activation above about 23%;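 also: 0% = DMSO and 100% = reference agonist; some compounds past the cut are filed as inactive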
S1P3 antag: S1P3 (human) receptor antagonism | AID 485 | inhibition, % at 4.98 µM | 170,000 compounds, 0.27% hits | Q99500 | CHO S1P3 NFAT-BLA reporter, FRET fluorescence, antagonist mode;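 active = inhibition above the plate cutoff, the mean inhibition of test wells on that plate plus 3 SD, cut at about 28% in these data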;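 also: cells challenged with S1P at its EC80 of 0.8 µM; blue over green emission ratio from cleaved BLA substrate after 4 h stimulation; 0% = S1P-stimulated wells and 100% = unstimulated DMSO-only wells; some compounds past the cut are filed as inactive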
bIAP inhibitor: blocks bovine intestinal alkaline phosphatase activity. purified bovine IAP, CDP-star luminescence, 30 min. inhibition, % at 20 µM. 190,000 tested, under 10 active. AID 1019;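 active = over 50% inhibition of intestinal alkaline phosphatase at 20 µM in the single-dose screen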
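Assay system – bovine IAP enzyme · Quantity – bovine IAP at 1/65,000,000 final dilution · Detection – CDP-star luminescence signal · Times – 30 min reaction at room temperature · Also added – CDP-star substrate at 30 µM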
RAM inhibit: inhibitors of the yeast RAM network | S. cerevisiae dse1pr::URA3 reporter, 5-FOA growth OD615, 2 d; analog-sensitive cbk1-as2 kinase mutant strain | inhibition, % at 50 µM | 190,000 compounds, 1.8% hits | AID 868;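 active = inhibition above a set limit, 3 SD over mean compound inhibition, cut at about 8.4% in these data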;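 also: 0% = DMSO-only wells with no growth and 100% = 10 µM 1-NA-PP1 full growth; inhibition rescues growth on 5-FOA so higher OD means more RAM inhibition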
Lmaj promast: Leishmania major promastigote growth inhibition; 200,000 compounds, 9% hits; inhibition, % at 10 µM; Leishmania major promastigotes, resazurin fluorescence viability; in the data active = inhibition above about 50%;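 also: promastigotes grown with compound for 44 hours at 28 °C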
Efa HMGR inh: E. faecalis class II HMG-CoA reductase inhibition | 190,000 compounds, 0.41% hits | inhibition, % at 10 µM | purified E. faecalis HMGR, NADPH absorbance 340 nm kinetic;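 active = inhibition above a set limit, the median over all tested compounds plus 3 SD, cut at about 9.5% in these data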;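 also: enzyme runs in reverse so mevalonate oxidation gives rising NADPH absorbance; 0% = complete reaction with DMSO and 100% = background rate lacking mevalonate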
The depositor's hits bear a star; . = not tested or not shown. Compounds were not picked by outcome; about 13% have a hit in one of these screens.

Results follow in this order: DTT redox prof	ROMK mod	PPARg SRC-2 ag	RAM inhibit	Efa HMGR inh	S1P3 antag	Lmaj promast	PPARg SRC1 recr	PPARg SRC3 recr	bIAP inhibitor	TR-FRET SRC-2 ct
1: CC(=O)c1c(O)c2ccccc2n(C(C)C)c1=O
  0.0	-1.06	13.9	0.1	-5.3	7.7	-1.7	3.2	6.3	4.6	1585
2: Cn1c(=O)c2c(ncn2CC(=O)Nc2ccccc2N2CCOCC2)n(C)c1=O
  0.1	-0.155	10.7	0.0	0.7	.	4.3	4.5	5.5	5.3	1501
3: CCN(CC)C(=O)CSc1nnc(COc2cccc(C)c2)n1C
  -0.1	-0.299	-1.8	0.0	2.4	-5.9	-3.5	7.8	0.3	-3.5	1663
4: CC(=O)N(Cc1nc2sc(C)c(C)c2c(=O)[nH]1)C1CCCC1
  0.2	-0.616	-4.6	0.4	1.1	-4.9	-5.5	-3.6	1.6	-8.1	1502
5: O=C(N/N=C/c1ccco1)c1cccc(N2Cc3ccccc3C2)c1
  -1.6	.	7.2	0.6	-1.4	-12.9	-10.5	7.0	2.0	5.9	1587
6: CCCCc1cc(=O)oc2cc(OS(C)(=O)=O)ccc12
  0.9	-1.17	3.1	0.8	2.8	-6.6	-9.6	3.7	-2.1	11.7	1851
7: O=C(COC(=O)C12CC3CC(CC(C3)C1)C2)NCCc1ccccc1
  0.1	-0.0236	-5.3	-0.5	-1.4	.	-6.2	-1.6	3.9	-5.5	1567
8: COc1ccc(OC)c(NC(=O)CNC(=O)c2ccc([N+](=O)[O-])cc2)c1
  -0.1	0.864	-3.0	3.9	-8.0	-6.7	-3.4	0.6	1.1	0.6	1536
9: Cc1nonc1NC(=O)CSc1nc2ccccc2cc1C#N
  -1.8	-0.545	9.3	3.4	-7.3	-3.5	1.9	20.4	7.7	-7.3	1777
10: Cn1cc(Br)c(C(=O)n2cc(Br)cn2)n1
  0.2	0.212	-11.4	0.8	-3.0	-26.4	5.8	0.7	-5.8	-2.1	1536
11: Cc1cc(C)cc(NC(=O)CSc2nc3c(oc4ccccc43)c(=O)n2-c2ccccc2)c1
  0.5	.	-3.6	2.8	-4.1	-13.8	61.3*	-7.2	-2.4	16.4	1470
12: COc1cc(OC)cc(C(=O)NNC(=S)Nc2ccc(S(N)(=O)=O)cc2)c1
  -1.7	-0.628	3.9	-0.6	-6.0	-4.9	0.1	2.3	3.8	-30.8	1622
13: N#CC(c1ccncc1)(c1ncc(C(F)(F)F)cc1Cl)N1CCOCC1 (centres undefined)
  -0.6	.	8.0	0.5	-4.0	-3.8	19.9	12.9	6.4	7.5	1659
14: Cc1ccc(-c2nnn(CC(=O)N(Cc3ccccc3)C(C(=O)NC3CCCC3)c3ccncc3)n2)o1 (centres undefined)
  1.4	.	-13.9	2.0	-3.5	-17.7	19.6	1.7	-0.2	-3.6	1560
15: NC(=O)COC(=O)CCCSc1nc2ccccc2s1
  0.3	-0.000355	-0.2	-0.4	-2.0	6.0	-7.8	-0.8	-2.4	4.1	1543
16: CN(Cc1ccco1)C(=O)c1c[nH]c2ccc(S(=O)(=O)Nc3ccc4c(c3)OCCO4)cc2c1=O
  0.0	0.0553	3.7	0.8	0.0	-5.0	-6.3	-2.7	3.7	2.5	1469
17: CC12CN3CC(C)(CN(C1)C3c1ccc3ccccc3c1O)C2=O (centres undefined)
  -0.2	0.937	-5.8	0.0	-7.4	-23.7	-1.6	-3.3	-1.8	0.8	1363
18: CCCSc1nc2sc3c(c2c(=O)[nH]1)CCN(Cc1ccccc1)C3
  3.6	-5.43*	0.8	2.3	-4.5	.	24.3	6.9	-3.9	9.0	1528
19: Cn1cnnc1SCC(=O)NNC(=O)c1ccc(Cl)cc1
  -0.4	-0.00453	-1.9	0.3	-6.1	-14.6	-9.6	-6.9	-2.8	13.0	1514
20: COc1ccc(C)cc1NC(=O)NNC(=O)C1CCC(C(C)(C)C)CC1 (centres undefined)
  0.5	-2.21	-4.5	2.1	3.6	-15.8	2.6	0.7	1.4	2.5	1381
21: COc1ccc(/C=N/NC(=O)C(=O)NCC2CCCO2)cc1 (centres undefined)
  -0.3	0.949	10.1	1.0	-2.4	5.5	-4.2	6.2	-2.5	-12.6	1550
22: CCOc1nc(Nc2ccc(F)cc2)nc(N2CCN(c3ccc(OC)cc3)CC2)n1
  0.8	1.07	2.2	3.0	-0.6	.	70.3*	0.3	-3.5	19.4	1546
23: O=c1[nH]c2ccc(N/C(=N/S(=O)(=O)c3ccccc3)c3ccccc3)cc2[nH]1
  0.3	.	-7.0	-0.1	-0.8	-5.1	-4.3	0.5	0.6	7.7	1432
24: COc1ccc(OC)c(C2=C[N+](=O)C(C)(C)C(C)(C)N2[O-])c1
  0.8	4.64*	8.5	-0.2	-2.8	19.5	-10.0	7.6	2.5	7.4	1673
25: CN1CCc2nc(SCC(=O)Nc3ccc(Cl)cc3)c(C#N)cc2C1
  -0.1	-0.508	4.2	3.9	-4.1	.	4.5	3.8	1.4	.	1462
26: O=C(CN1CCN(c2ccccc2)CC1)Nc1ccc(Oc2ccccc2)cc1
  0.0	-0.838	-1.2	0.2	0.4	.	-1.4	1.6	-1.1	7.1	1463
27: Cc1ccc(Cn2ccc(NC(=O)c3cc(-c4ccc(F)cc4)on3)n2)cc1
  0.2	0.375	-1.6	1.7	-0.8	-11.1	39.9	7.2	-5.6	5.6	1643
28: CCNc1nc(Oc2ccc(=O)n(-c3ccccc3)n2)nc(N2CCOCC2)n1
  -4.9	-0.85	1.3	2.7	0.7	6.7	-3.2	3.4	0.2	-3.3	1437
29: O=c1[nH]c(N2CCN(Cc3ccc4c(c3)OCO4)CC2)nc2c1CCCC2
  0.8	-1.42	5.3	0.8	7.2	-11.9	0.9	6.4	-6.3	-20.2	1696
30: O=C(NC(Cc1c[nH]c2ccccc12)C(=O)Nc1ccc(OC(F)(F)F)cc1)c1cccs1 (centres undefined)
  0.4	.	-0.5	6.7	-8.6	-14.1	16.4	-0.6	-0.5	32.6	1447
31: Cc1ccc(NC(=O)c2ccc(Cl)cc2[N+](=O)[O-])nc1
  -1.4	2.54	3.4	0.8	6.4	14.2	-3.6	11.0	4.2	2.8	1791
32: O=C(NCCCc1nc2ccccc2[nH]1)c1cccs1
  -1.9	0.0932	2.2	0.2	-3.2	1.4	-5.2	8.1	1.7	-4.5	1487
33: Cc1nc(N2CCOCC2)c2oc3ccccc3c2n1
  -0.2	-1.07	0.7	2.7	-2.8	10.9	3.7	1.2	2.8	3.3	1588
34: CN1CCN(C(=O)C2C3C=CC(C3)C2C(=O)O)CC1 (centres undefined)
  2.2	.	-3.2	2.1	-9.5	9.0	-4.4	-7.5	-4.5	3.6	1336
35: O=c1cc(CSc2nnnn2-c2ccccc2)nc(Nc2ccc(F)cc2)[nH]1
  0.8	0.711	-2.0	2.9	0.3	.	-0.4	-2.6	2.2	-6.3	1461
36: Cc1[nH]c2ccccc2c1/C=N/Nc1ccc(F)cc1F
  0.2	0.446	-2.5	-0.4	-2.3	-7.7	25.7	-1.7	0.3	12.6	1480
37: Cc1cccc(N(C2C=CS(=O)(=O)C2)S(=O)(=O)c2ccccc2)c1 (centres undefined)
  0.8	0.00567	-0.1	0.9	-0.5	7.2	0.4	0.8	-1.9	9.9	1433
38: COCCN(Cc1ccccc1)P(=O)(O)c1ccccc1OCC(=O)O
  -0.1	-0.135	9.0	1.0	-6.1	.	-6.9	5.6	-0.1	3.7	1622
39: O=C(c1ccccc1)c1nn(-c2cccc(Cl)c2)c2nc(-c3ccccc3)cc(=O)n12
  -7.1	0.426	-1.0	4.3	4.3	.	7.8	-2.1	2.1	9.0	1622
40: CCc1ccc(O)c(N=Cc2ccccc2O)c1
  0.0	.	3.0	2.1	-4.2	-16.4	6.5	0.9	-1.8	4.6	1660
41: Fc1ccccc1C1CCN(Cc2nc(CC3CC3)no2)C1 (centres undefined)
  0.6	-0.804	-2.1	0.2	-1.6	-16.7	0.2	10.2	0.2	-13.7	1614
42: COCC(=O)Nc1nnc(C2CCCCC2)s1
  -1.7	.	-5.0	0.5	-3.8	1.6	-7.5	-7.8	-8.4	4.1	1168
43: Cc1ccc(N=Nc2c(C)[nH][nH]c2=O)c(C)c1
  0.3	1.27*	1.1	5.4	2.5	.	4.0	0.1	-10.2	16.0	1187
44: CCO[C@H]1OC(C(N)=O)=C[C@@H](c2csc3ccccc23)[C@@H]1CCCO
  1.1	.	4.0	-0.8	-2.1	12.2	0.7	-14.4	1.1	-12.3	1664
45: CN(C)S(=O)(=O)c1cc([N+](=O)[O-])ccc1N1CCCCCC1
  -4.5	.	10.4	-0.5	-0.8	.	9.3	-6.7	14.6	10.1	1630
46: CNc1nc(Cl)c(SC)c(NC2CCCCC2)n1
  -1.8	-1.14	6.3	3.2	-0.9	-21.7	11.6	7.7	-3.0	0.1	1670
47: Cc1c(NC(=O)CCCOc2ccccc2)cccc1[N+](=O)[O-]
  3.4	-0.79	-2.4	1.2	-8.8	.	2.1	-6.1	-5.3	10.8	1370

Profiles as entered above. Screens in order: DTT redox prof | ROMK mod | PPARg SRC-2 ag | RAM inhibit | Efa HMGR inh | S1P3 antag | Lmaj promast | PPARg SRC1 recr | PPARg SRC3 recr | bIAP inhibitor | TR-FRET SRC-2 ct
Record of CCc1ccc(O)c(N=Cc2ccccc2O)c1 → 0.0 | . | 3.0 | 2.1 | -4.2 | -16.4 | 6.5 | 0.9 | -1.8 | 4.6 | 1660
Record of CCO[C@H]1OC(C(N)=O)=C[C@@H](c2csc3ccccc23)[C@@H]1CCCO → 1.1 | . | 4.0 | -0.8 | -2.1 | 12.2 | 0.7 | -14.4 | 1.1 | -12.3 | 1664

From PubChem
